# Screening data deposited in PubChem BioAssay by Sanford-Burnham Center for Chemical Genomics.
# Apaf1 inhib = inhibitors of human Apaf-1 apoptosome, primary screen, biochemical, DEVD-Rh110 fluorescence, uHTS; Apoptotic protease-activating factor 1 (Homo sapiens), O14727; reconstituted apoptosome caspase-3 activity; inhibition, % at 20 µM; hit rate 0.71% among 330,000; AID 489030, 2010; active = inhibition of at least 40% at 20 µM;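 note: plate controls were DMSO wells for no effect and DEVD-CHO caspase inhibitor wells for full effect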
# Target sequence (O14727 whole entry, looked up): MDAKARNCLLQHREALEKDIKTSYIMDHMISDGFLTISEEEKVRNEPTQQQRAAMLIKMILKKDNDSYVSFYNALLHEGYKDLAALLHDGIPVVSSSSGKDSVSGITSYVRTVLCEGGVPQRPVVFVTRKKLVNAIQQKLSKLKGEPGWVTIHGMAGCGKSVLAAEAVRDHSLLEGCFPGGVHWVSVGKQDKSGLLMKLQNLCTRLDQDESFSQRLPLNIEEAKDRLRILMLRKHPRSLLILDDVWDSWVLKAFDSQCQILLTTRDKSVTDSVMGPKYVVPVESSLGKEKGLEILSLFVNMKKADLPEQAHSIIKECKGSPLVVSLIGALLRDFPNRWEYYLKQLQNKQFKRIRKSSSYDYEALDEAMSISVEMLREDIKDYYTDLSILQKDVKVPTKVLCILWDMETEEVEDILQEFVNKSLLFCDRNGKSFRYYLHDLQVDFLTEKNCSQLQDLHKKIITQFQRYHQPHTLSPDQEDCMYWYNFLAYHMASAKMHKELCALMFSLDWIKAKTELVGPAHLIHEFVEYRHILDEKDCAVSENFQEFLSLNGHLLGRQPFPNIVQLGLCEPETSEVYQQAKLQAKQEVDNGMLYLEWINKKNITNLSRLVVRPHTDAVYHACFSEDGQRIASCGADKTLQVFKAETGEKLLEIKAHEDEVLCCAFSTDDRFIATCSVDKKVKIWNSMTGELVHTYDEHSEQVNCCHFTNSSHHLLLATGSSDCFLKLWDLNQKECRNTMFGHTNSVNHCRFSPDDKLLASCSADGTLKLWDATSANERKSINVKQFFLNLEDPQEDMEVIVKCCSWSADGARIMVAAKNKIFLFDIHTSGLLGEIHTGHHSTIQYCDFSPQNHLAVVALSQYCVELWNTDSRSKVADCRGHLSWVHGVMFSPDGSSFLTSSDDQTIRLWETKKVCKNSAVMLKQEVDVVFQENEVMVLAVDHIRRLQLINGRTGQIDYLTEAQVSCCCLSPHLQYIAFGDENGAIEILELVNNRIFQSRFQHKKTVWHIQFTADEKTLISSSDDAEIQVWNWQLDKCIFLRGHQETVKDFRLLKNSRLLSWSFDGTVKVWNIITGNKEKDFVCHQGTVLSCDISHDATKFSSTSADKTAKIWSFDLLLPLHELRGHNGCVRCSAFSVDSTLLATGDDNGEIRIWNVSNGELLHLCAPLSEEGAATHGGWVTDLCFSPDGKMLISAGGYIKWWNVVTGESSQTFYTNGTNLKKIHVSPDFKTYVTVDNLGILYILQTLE
#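 System – cell-free apoptosome with Apaf-1, procaspase-3 and caspase-9 · Buffer or medium – pH 7.5 Hepes buffer with CHAPS, BSA, DTT · Also added – cytochrome c with DEVD-Rh110 · Times – 30 min compound preincubation, 50 min activation, room temperature · Technique – Rh110 fluorescence intensity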
# TIM10 inh = growth inhibitors of isogenic TIM10 control yeast, primary screen, counter-screen for tim10-1 yeast inhibitor project, luminescence, uHTS; AID 463195, 2010; S. cerevisiae TIM10 strain growth, BacTiter-Glo luminescence, 24 h; hit rate 1.4% among 330,000; inhibition, % at 10 µM;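 active = inhibition of 40% or more at the single tested concentration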;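 note: wild-type TIM10 isogenic control strain grown at permissive 25 °C; 0% = DMSO yeast wells and 100% = minimal medium wells without yeast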
# tim10-1 inh = growth inhibitors of tim10-1 mutant yeast, primary screen, luminescence, uHTS. S. cerevisiae tim10-1 ts strain growth, BacTiter-Glo, 24 h. inhibition, % at 20 µM. AID 463190, 2010. hit rate 2.2% among 330,000;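 active = inhibition of at least 40%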;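 note: mutant grown at 25 °C; 0% = DMSO wells with yeast and 100% = wells holding no yeast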
# ATG4B inhibitor = ATG4B protease inhibitors, primary screen, biochemical, fluorescence, uHTS | Cysteine protease ATG4B (Homo sapiens), Q9Y4P1 | ATG4B cleavage of LC3-PLA2, NBD-HPC fluorescence, 1 h | inhibition, % at 8.33 µM | hit rate 0.51% among 340,000; in the data active = inhibition above about 40%
# hIAP inh = human IAP inhibitors, primary screen, biochemical, luminescence, uHTS; inhibition, % at 10 µM; hit rate 0.12% among 330,000; purified IAP, CDP-Star luminescence, 30 min; Intestinal-type alkaline phosphatase (Homo sapiens), P09923;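 active = inhibition reaching a set limit with compound at 10 µM in the primary screen, cut at about 35% in these data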;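 note: plate controls were DMSO wells with enzyme for no effect and no-enzyme buffer wells for full effect; values of inactives mirror those of a sister screen read the other way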
# hIAP activ = human IAP activators, primary screen, biochemical, luminescence, uHTS; Intestinal-type alkaline phosphatase (Homo sapiens), P09923; purified human IAP, CDP-Star luminescence, 30 min; hits give high values; 1 = vehicle-only enzyme, 0 = enzyme-free background; activation factor at 10 µM; hit rate 0.16% among 330,000; AID 2524, 2010;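 active = activation factor of the enzyme at least 2-fold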; note: the source names both 10 and 20 µM as test concentration; values of inactives mirror those of a sister screen read the other way
# mIAP inh = inhibitors of mouse IAP, primary screen, biochemical, luminescence, uHTS; purified mouse IAP, CDP-Star luminescence, 30 min; inhibition, % at 10 µM; hit rate 0.2% among 330,000;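 active = inhibition of at least 40% at 10 µM in the primary screen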;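 note: plate controls were DMSO with enzyme for no effect and no enzyme wells for full effect; values of inactives mirror those of a sister screen read the other way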
# NLRP3 yeast inh = NALP3 inflammasome inhibitors in reconstituted yeast, primary screen, luminescence, uHTS; Yeast reconstituted NLRP3/ASC/caspase-1, beta-gal luminescence, 24 h; inhibition, % at 10 µM; hit rate 0.39% among 330,000;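 active = inhibition of 50% or more; inactive = inhibition below 50%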;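 note: plate controls were induced DMSO wells for no effect and uninduced yeast grown without galactose for full effect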
# mIAP act = activators of mouse IAP, primary screen, biochemical, luminescence, uHTS; hit rate 0.24% among 330,000; activation factor at 10 µM; intestinal alkaline phosphatase [Mus musculus]; muIAP, CDP-Star luminescence, 30 min; hits give high values; 1 = vehicle-only enzyme signal, 0 = enzyme-free wells; AID 2805, 2010;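 active = activation factor of at least 2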; note: the source names both 10 and 20 µM as test concentration; values of inactives mirror those of a sister screen read the other way
#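 System: mouse IAP enzyme. Reagent: CDP-Star chemiluminescent phosphatase substrate. Benchmarks: DMSO wells, no-enzyme wells. Times: 30 min enzyme-substrate-compound incubation at room temperature. Detection: luminescence from enzymatic CDP-Star hydrolysis. Doses: test compounds delivered from DMSO solution.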
# The depositor's hits bear a star.
SMILES,Apaf1 inhib,TIM10 inh,tim10-1 inh,ATG4B inhibitor,hIAP inh,hIAP activ,mIAP inh,NLRP3 yeast inh,mIAP act
Cc1cc(C)n2ncc(C(=O)NCc3ccccc3)c2n1,-5,6,22,-3,-6,1.1,7,18,0.93
CC(OC(=O)CN1C(=O)NC2(CCCC2)C1=O)C(=O)c1ccc(C(C)(C)C)cc1 (centres undefined),16,25,25,-14,4,0.96,1,18,0.99
COC(=O)C1CCN(C(=O)C2CCC(=O)N(CCCc3ccccc3)C2)CC1 (centres undefined),-9,6,3,-1,-13,1.1,-2,12,1
COc1ccccc1-c1nn2c(C3COc4ccccc4O3)nnc2s1 (centres undefined),14,35,46*,22,14,0.86,18,-11,0.82
CCOc1ccc(S(=O)(=O)Nc2nc3ccccc3nc2-n2ccc(=NC(=O)c3cccs3)cc2)cc1,14,-24,-1,-1,1,0.99,7,39,0.93
COc1ccc(S(=O)(=O)N2CCCOC2CNC(=O)C(=O)NCc2ccncc2)cc1 (centres undefined),-24,5,1,-1,-4,1,9,6,0.91
Cc1cc2nccc(-c3ccco3)n2n1,-11,-5,0,-6,-8,1.1,1,2,0.99
O=C(N/N=C/c1ccncc1)c1cc([N+](=O)[O-])cc([N+](=O)[O-])c1O,9,10,2,2,11,0.89,34,11,0.66
Cn1c(CO)cnc1S(=O)(=O)Cc1ccc(Cl)cc1,6,-13,-10,-5,10,0.9,-3,14,1
CCCCC(C)n1[nH]c(=O)cc1N (centres undefined),2,1,-4,-9,-6,1.1,6,-1,0.94
COc1ccc(-c2cn3cc(Cl)ccc3n2)cc1OC,12,13,21,5,-22,1.2,-8,29,1.1
Cc1cnc(C(=O)Nc2ccc(C(=O)N3CCCCC3)cc2)cn1,-4,0,6,1,-24,1.2,5,2,0.95
COC(=O)c1c(NC(=O)CN2C(=O)NC(CCc3ccccc3)C2=O)sc2c1CCCCC2 (centres undefined),24,2,15,20,1,0.99,-2,17,1
CCCn1c(=O)c(C(=O)NCc2ccc(OC)c(OC)c2)c(O)c2ccccc21,11,-4,-7,0,-11,1.1,4,10,0.96
CCOC(=O)C1=C(COc2ccccc2)NC(=O)NC1c1ccc(Br)cc1 (centres undefined),21,-5,11,7,-1,1,-4,9,1
COc1ccc(-c2cc(C(=O)Nc3c(C)n(C)n(-c4ccccc4)c3=O)no2)cc1,-17,-2,3,7,-26,1.3,-7,-3,1.1
CC12CCC(C/C1=N/O)C2(C)C (centres undefined),-5,-9,-18,-29,-8,1.1,6,10,0.94
C=CCn1c(O)c(N=NC(=O)C(O)c2ccccc2)c2ccccc21 (centres undefined),5,-4,4,4,-8,1.1,-3,-3,1
O=C(NCc1ccco1)c1cnn2c1NC(c1ccccc1)CC2C(F)(F)F (centres undefined),-17,21,30,3,0,1,4,-4,0.96
O=C(NC1CCCCC1)C(c1ccco1)N(Cc1cccnc1)C(=O)C1COc2ccccc2O1 (centres undefined),-14,3,3,0,10,0.9,-22,-21,1.2
Cc1nnnn1/C(=C\c1ccccc1)C(=O)OCC(=O)N(C)C1CCS(=O)(=O)C1 (centres undefined),5,0,18,-6,-2,1,-3,16,1
Cc1cc(NS(=O)(=O)c2ccc(NC(=O)CCCOc3ccccc3)cc2)no1,-6,1,-2,-12,-6,1.1,-5,-6,1.1
CCOC(=O)N=Nc1c(O)n(C)c2ccccc12,3,12,8,6,1,0.99,9,13,0.91
CC1CN(S(=O)(=O)c2cccc(C(=O)NCc3ccco3)c2)CC(C)O1 (centres undefined),3,6,1,-5,6,0.94,12,13,0.88
Cc1ncoc1C(=O)Nc1cccc(Cl)c1C,-20,3,10,9,-11,1.1,2,-9,0.98
O=C(COc1ccc(Br)cc1Cl)NC(=O)NCc1ccccc1,15,6,0,-4,-4,1,-8,10,1.1
CCN(CC)S(=O)(=O)N1CCC(C(=O)NCCN2CCOCC2)CC1,-16,-10,-1,8,3,0.97,0,1,1
CCN(C(=O)c1c(-c2ccccc2)noc1C)c1ccccc1,4,20,19,-5,-25,1.2,2,17,0.98
Cc1nc(C(F)(F)F)c(C(=O)O)cc1-c1nc(-c2ccccc2)cs1,11,2,23,-9,-10,1.1,1,10,0.99
Cc1ccc(NC(NC(=O)c2cccs2)C(Cl)(Cl)Cl)cc1C (centres undefined),14,58*,54*,-4,0,0.99,-8,-4,1.1
O=C(N/N=C(\Cc1ncc[nH]1)c1ccccc1)c1cccnc1,4,10,22,-3,-46,1.5,-2,-2,1
c1cc(-c2nnc3sc(C4CCCCC4)nn23)ccn1,10,41*,39,-8,-8,1.1,-2,-14,1
CC(C)C[C@H]1C(=O)N2CCC[C@H]2[C@]2(O)O[C@](NC(=O)[C@@H]3C=C4c5cccc6[nH]c(Br)c(c56)CC4N(C)C3)(C(C)C)C(=O)N12 (some centres undefined),28,10,9,-15,12,0.88,-5,15,1.1
COC(=O)c1ccsc1NC(=O)c1ccc(Cl)s1,4,6,7,-5,-7,1.1,6,5,0.94
Nc1cc(C(=O)OCC(=O)N2CCOCC2)ccc1Cl,5,-6,1,-7,5,0.95,8,18,0.92
CS(=O)(=O)N(CC(=O)Nc1ccccc1Cl)c1ccc(Cl)cc1,1,1,4,-4,9,0.91,10,10,0.91
CC(=O)N(Cc1cccnc1)c1cccc(-c2nc3ccccc3s2)c1,-2,34,22,-9,-2,1,-6,-44,1.1
CC(C)(C)C1=Nn2c(nnc2-c2ccco2)SC1,2,4,11,-7,9,0.91,1,15,0.99
O=C(N=C1SCC(=O)N1c1ccccc1Cl)c1ccccc1,19,8,42*,-11,-6,1.1,-2,19,1
CCOC(=O)c1sc2cc([N+](=O)[O-])cc(SCC(C)C)c2c1N,-19,1,9,-2,19,0.81,15,2,0.85
O=C(Nc1cccc(C(F)(F)F)c1)c1cccnn1,9,5,33,8,-6,1.1,-7,19,1.1
CCC(C)(C)NC(=O)C(OC(=O)c1cc2sccc2n1C)c1ccc(OC)cc1 (centres undefined),-12,7,8,-7,-14,1.1,0,7,1
CCOC(=O)c1c(NC(=O)c2cccs2)sc(CC)c1-c1cccs1,-5,12,18,7,8,0.92,7,-5,0.93
Cc1ccc(OCC2Cn3c(nc4c3c(=O)[nH]c(=O)n4C)O2)cc1C (centres undefined),6,9,23,-5,-4,1,-2,8,1
N#CC1=C(O)CCCn2c1nc1ccccc1c2=O,-6,0,0,10,15,0.85,2,0,0.98
CCCCCCn1c(N2CCC(C(N)=O)CC2)nc2c1c(=O)[nH]c(=O)n2C,10,8,9,-9,2,0.98,-16,11,1.2
Cc1nn(Cc2ccccc2)c(N)c1C#N,3,-19,-3,5,-68,1.7,-3,17,1
CC(C)(C)C(=O)[C@@H]1[C@@H]2C(=O)N(c3ccc4c(c3)OCCO4)C(=O)[C@@H]2C2c3ccccc3C=CN21 (some centres undefined),62*,14,26,-24,-12,1.1,-11,12,1.1
CCCC(=O)Nc1ccc(NC(=O)CCc2ccccc2)cn1,-8,9,18,6,3,0.97,-2,3,1
CCN(CCO)Cc1csc2ccccc12,-2,-12,0,2,4,0.96,13,8,0.87

# A portion of the results above:
SMILES,Apaf1 inhib,TIM10 inh,tim10-1 inh,ATG4B inhibitor,hIAP inh,hIAP activ,mIAP inh,NLRP3 yeast inh,mIAP act
O=C(Nc1cccc(C(F)(F)F)c1)c1cccnn1,9,5,33,8,-6,1.1,-7,19,1.1
CCC(C)(C)NC(=O)C(OC(=O)c1cc2sccc2n1C)c1ccc(OC)cc1 (centres undefined),-12,7,8,-7,-14,1.1,0,7,1
CCOC(=O)c1c(NC(=O)c2cccs2)sc(CC)c1-c1cccs1,-5,12,18,7,8,0.92,7,-5,0.93
Cc1ccc(OCC2Cn3c(nc4c3c(=O)[nH]c(=O)n4C)O2)cc1C (centres undefined),6,9,23,-5,-4,1,-2,8,1
N#CC1=C(O)CCCn2c1nc1ccccc1c2=O,-6,0,0,10,15,0.85,2,0,0.98

# 2 entries from above, reformatted:
SMILES: CCCCCCn1c(N2CCC(C(N)=O)CC2)nc2c1c(=O)[nH]c(=O)n2C
  Apaf1 inhib = 10 | TIM10 inh = 8 | tim10-1 inh = 9 | ATG4B inhibitor = -9 | hIAP inh = 2 | hIAP activ = 0.98 | mIAP inh = -16 | NLRP3 yeast inh = 11 | mIAP act = 1.2

SMILES: Cc1nn(Cc2ccccc2)c(N)c1C#N
  Apaf1 inhib = 3 | TIM10 inh = -19 | tim10-1 inh = -3 | ATG4B inhibitor = 5 | hIAP inh = -68 | hIAP activ = 1.7 | mIAP inh = -3 | NLRP3 yeast inh = 17 | mIAP act = 1

# 7 entries already listed, ordered by the number in mIAP inh, high to low:
SMILES	mIAP inh
COc1ccccc1-c1nn2c(C3COc4ccccc4O3)nnc2s1 (centres undefined)	18
CCOC(=O)c1sc2cc([N+](=O)[O-])cc(SCC(C)C)c2c1N	15
CS(=O)(=O)N(CC(=O)Nc1ccccc1Cl)c1ccc(Cl)cc1	10
CCCCC(C)n1[nH]c(=O)cc1N (centres undefined)	6
Cc1ncoc1C(=O)Nc1cccc(Cl)c1C	2
CCN(CC)S(=O)(=O)N1CCC(C(=O)NCCN2CCOCC2)CC1	0
c1cc(-c2nnc3sc(C4CCCCC4)nn23)ccn1	-2

# Continued.
SMILES,Apaf1 inhib,TIM10 inh,tim10-1 inh,ATG4B inhibitor,hIAP inh,hIAP activ,mIAP inh,NLRP3 yeast inh,mIAP act
Cc1cc(C)n2nc(C(=O)OCC(=O)N(CCC#N)c3ccc(F)cc3)nc2n1,5,8,-19,0,-5,1.1,-8,10,1.1
CC(C)[C@H](NC(=O)OCc1ccccc1)C(=O)OCc1ccccc1,9,15,0,8,-4,1,7,24,0.93
CN1C(=O)CC2(CC(=O)N(Cc3ccccc3)C2)C1=O (centres undefined),7,-21,2,-6,-3,1,-5,1,1
CCCCSC(=O)Nc1ccccc1,3,12,0,-6,6,0.94,1,15,0.99
CC(OC(=O)Cc1coc2ccc3ccccc3c12)C(=O)Nc1ncc(Cl)cc1Cl (centres undefined),-4,33,25,0,18,0.82,3,7,0.97
